# Screening results from PubChem.
# MT1-MMP act inh = blocks activation of human MT1-MMP. P50281. GFP/RFP ratio change, % at 20 µM. HT1080 RFP-PRO-GFP cells, GFP/RFP ratio fluorescence, overnight; percent of plate control window, DMSO zero. AID 651647. hit rate 0.061% among 360,000;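 active means GFP/RFP ratio change of at least 30% with cell ATP level not reduced by more than half and red fluorescence within 50% of control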; further: strong numbers were not always called active
#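 Assay system – RFP-PRO-GFP reporter HT1080 cells · Compound dosing – single dose of 20 µM compound, 1% DMSO final · Incubation – overnight compound exposure at 37 °C · Measure – GFP/RFP fluorescence ratio · Benchmarks – DMSO wells and RFP-L50D-GFP cells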
# SKN-1 inh = blocks SKN-1 activity in C. elegans; C. elegans VP596 Pgst-4::GFP/RFP ratio, acrylamide-induced, 24 h; hit rate 0.49% among 360,000; AID 624304; inhibition, % at 21.8 µM;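 active means interference check ratio from 0.5 to 1.5 plus GFP to RFP signal ratio inhibition reaching or exceeding a fixed threshold, cut at about 30% in these data, passing the limit was not always enough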; further: some compounds called inactive have numbers as strong as hits
# STEP inh = STEP (human) phosphatase inhibition; recombinant STEP, OMFP fluorogenic substrate, fluorescence; inhibition, % at 20 µM; hit rate 0.25% among 360,000;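 active means inhibition at 20 µM, scaled per plate between control wells, above about 37%, limit read from the data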;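 further: 0% = DMSO with enzyme and substrate and 100% = substrate only without enzyme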
#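 Material: STEP (striatal-enriched tyrosine phosphatase) enzyme, cell-free; Compound dosing: 20 µM single dose in 1% DMSO; Technique: fluorescence read at 480 nm ex / 540 nm em; Times: reaction 20 min, ambient temperature; Medium: 50 mM Bis-Tris pH 6.0 with 2.5 mM DTT and 0.005% Tween 20; Also added: OMFP at 25 µM.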
# LMPTP inh = blocks human LMPTP phosphatase; P24666; recombinant LMPTP-A, OMFP fluorogenic substrate, fluorescence intensity; inhibition, % at 20 µM; hit rate 0.22% among 360,000; AID 651560;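 active means compounds that cut the enzyme signal by at least half of the control window in the single-dose screen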;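 further: plate controls were DMSO wells with enzyme plus substrate for no effect and substrate without enzyme for full effect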
# Target sequence (P24666 whole entry, looked up): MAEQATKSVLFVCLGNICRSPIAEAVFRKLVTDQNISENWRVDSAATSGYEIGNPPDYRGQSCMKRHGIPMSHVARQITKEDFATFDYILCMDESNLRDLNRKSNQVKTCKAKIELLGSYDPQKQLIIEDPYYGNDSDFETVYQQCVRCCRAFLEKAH
#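 Test system – LMPTP-A phosphatase enzyme · Quantity – 0.625 nM LMPTP-A final · Reagent – OMFP substrate, 400 µM final · Dosing – one test concentration per compound, 20 µM, with 3% DMSO overall · Timing – 50 min enzyme reaction at room temperature, protected from light · Detection – fluorescence intensity · Controls – substrate-only low control, DMSO enzyme-plus-substrate high control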
# DNMT1 block = blocks human DNA methyltransferase DNMT1. DNMT1 molecular beacon, Hinp1I cleavage, fluorescence. inhibition (reported as % activation of signal), % at 10 µM. hit rate 0.83% among 360,000. P26358; in the data active means inhibition above about 50%
# NRP1-CendR mod = NRP-1/CendR interaction modulation; inhibition, % at 25 µM; hit rate 0.85% among 360,000; FAM-RPARPAR peptide binding to NRP-1, fluorescence polarization; O14786;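 active means inhibition or corrected inhibition above about 18%, plus a signal ratio from 0.5 to 1.5, limit read from the data, passing the limit was not always enough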; further: strong numbers were not always called active
# SUMO1 PPI mod = modulators of human SUMO1-mediated protein-protein interactions. P63165. SUMO1 binding to a labelled peptide, TR-FRET, 1 h. inhibition, % at 20 µM. hit rate 0.33% among 360,000; in the data active means inhibition above about 37%
# Target sequence (P63165 whole entry, looked up): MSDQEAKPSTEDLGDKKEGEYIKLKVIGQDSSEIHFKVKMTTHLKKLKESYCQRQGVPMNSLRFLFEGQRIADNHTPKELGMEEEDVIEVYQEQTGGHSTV
# Rpn11 block = inhibitors of human proteasome Rpn11. calls only at 20 µM. O00487. hit rate 0.59% among 360,000. human 26S proteasome, Ub4-pepOG fluorescence polarization; 20S core pre-blocked with epoxomicin;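 active means inhibition at 20 µM, scaled to each plate's controls, above about 33%, limit read from the data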
# Target sequence (O00487 whole entry, looked up): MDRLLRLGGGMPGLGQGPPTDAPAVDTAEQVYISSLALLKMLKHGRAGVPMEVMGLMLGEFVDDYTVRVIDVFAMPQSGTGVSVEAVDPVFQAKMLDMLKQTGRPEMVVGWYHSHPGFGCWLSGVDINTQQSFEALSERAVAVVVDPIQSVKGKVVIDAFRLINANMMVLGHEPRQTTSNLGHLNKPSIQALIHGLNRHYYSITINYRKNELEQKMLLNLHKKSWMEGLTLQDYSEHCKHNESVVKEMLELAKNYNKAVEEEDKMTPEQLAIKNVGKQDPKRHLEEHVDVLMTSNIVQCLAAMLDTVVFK
# Scp-1 inhibitor = Scp-1 (human) phosphatase inhibition; Q9GZU7; Recombinant Scp1, phosphopeptide, malachite green phosphate absorbance; inhibition, % at 20 µM; hit rate 0.88% among 340,000;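 active means inhibition above about 50% at 20 µM, limit read from the data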;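 further: plate controls were DMSO wells with enzyme for no effect and wells lacking enzyme for full effect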
# Target sequence (Q9GZU7 76-261 limits assumed): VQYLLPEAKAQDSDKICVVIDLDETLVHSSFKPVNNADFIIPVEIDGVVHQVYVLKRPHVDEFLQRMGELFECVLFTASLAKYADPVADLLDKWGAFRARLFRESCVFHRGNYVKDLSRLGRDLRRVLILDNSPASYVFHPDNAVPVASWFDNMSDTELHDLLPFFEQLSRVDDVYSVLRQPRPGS
#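 Material: truncated SCP-1 phosphatase (76-261aa) / Buffer or medium: 50 mM Tris acetate pH 5.5, 0.005% Tween-20, 10 mM MgCl2 / Compound dosing: one concentration, 20 µM, with 1.0% DMSO / Incubation: 45 min room-temperature reaction, 5 min colour, 30 min stabiliser / Detection: colorimetric free-phosphate detection, absorbance 630 nm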
# NadD inh = inhibitors of Staphylococcus aureus NadD; AID 602399; inhibition, % at 20 µM; hit rate 0.78% among 360,000; purified NadD enzyme, colorimetric absorbance read-out; in the data active means inhibition above about 26%; further: some compounds past the cut are filed as inactive
# An asterisk follows results filed as active; i = inactive; . = not tested or not shown.
SMILES,MT1-MMP act inh,SKN-1 inh,STEP inh,LMPTP inh,DNMT1 block,NRP1-CendR mod,SUMO1 PPI mod,Rpn11 block,Scp-1 inhibitor,NadD inh
C/C(=N\OC(=O)c1cccc(C)c1)c1sc(-c2ccccc2)nc1C,0,-6,2,-0.5,3,1,-2,i,-11,7
N#CCCN(Cc1ccccc1)C(=O)Nc1ccc(F)cc1,2,7,-4,-3.1,-2,6,-1,i,-7,-8
Cc1nc(SCC(=O)N2CCN(c3ccccc3)CC2)n[nH]1,1,13,-2,-0.9,1,5,-2,i,-5,0
COCCNC(=S)N(CCc1c(C)[nH]c2ccc(F)cc12)Cc1cccnc1,-8,-9,-6,-0.2,-1,5,3,i,-3,-13
Cc1noc(C)c1C(=O)OCC(=O)NCCC1=CCCCC1,1,13,2,-1.7,2,-12,0,i,-5,-2
O=C(C(=O)N1CCN(c2ccccc2)CC1)c1c[nH]c2ccccc12,3,0,-2,0.4,1,-16,11,i,-12,-3
O=C(CSc1nnc(COc2cccc3cccnc23)o1)N1CCc2ccccc21,-9,0,2,2.3,0,-14,21,i,-1,-2
CC1(C(=O)NCc2ccc(Cl)c(Cl)c2)Oc2cccnc2NC1=O (configuration not stated),5,19,-4,-0.5,0,-10,0,i,-7,-3
COc1cc(NC2CCCCC2O)c2nc(-c3ccc(Cl)cc3)ccc2c1 (configuration not stated),1,9,-1,4.0,-32,-10,-15,i,-3,14
COc1ccc(OC)c(N(CC(=O)N2CCCC2)S(=O)(=O)c2ccc(C)cc2)c1,-2,24,0,-0.9,4,5,-1,i,-5,-4
Cc1cc(C)c(OCCCCNCc2ccccc2)c(Cl)c1,-13,-16,0,-1.4,0,0,0,i,2,1
CCCc1cc(C(=O)NCc2ccccc2)no1,8,14,0,-1.9,0,1,-5,i,-11,-2
Cc1ccc(N2C(=O)CC(N(CCc3ccccc3)C(=S)Nc3ccc(N(C)C)cc3)C2=O)cc1 (configuration not stated),-6,20,-2,3.3,-10,2,1,i,1,37*
COC(=O)CC1c2ccccc2S(=O)(=O)N1Cc1ccccc1 (configuration not stated),3,-8,-1,0.2,3,5,-1,i,-5,-3
CCc1nn(C(C)C(=O)NCCN2CCCCCC2)c(=O)c2cc3occc3n12 (configuration not stated),-4,-2,-1,4.9,-1,5,1,i,-2,7
CS(=O)(=O)N(CC(=O)N/N=C/c1ccco1)c1ccccc1Br,3,0,2,-1.9,21,0,-7,i,4,9
COC(=O)c1ccc(CSC2=NC[C@@H]3[C@@H]4C(=O)N(C)C(=O)[C@@H]4[C@](Cc4ccccc4)(C(=O)OC)N23)cc1,0,-1,-2,-1.2,-2,0,5,i,-1,7
CCOC(=O)C1=CN(CC)S(=O)(=O)NC1c1ccc2ccccc2c1 (configuration not stated),1,7,-3,-0.1,1,-19,1,i,-4,-7
CCOc1ccccc1NC(=O)Cn1c(=O)n(-c2ccccc2)c(=O)c2oc3ccccc3c21,-1,3,6,0.0,18,0,-1,i,-14,12
COCCN(Cc1cc2cc(C)ccc2nc1Cl)C(=O)Nc1ccccc1C,2,5,3,-0.2,21,7,2,i,-11,1
Cc1cc(O)ccc1NC(=S)NC(=O)c1cncc(Br)c1,5,25,2,0.3,5,9,4,i,-6,0
Cc1nc(Nc2ccccc2C(F)(F)F)sc1C(=O)N(C)C,-2,1,-2,0.4,-3,-15,3,i,-9,-1
O=C(Cc1ccccc1)N/N=C/c1ccc(-c2ccc([N+](=O)[O-])cc2)o1,-16,-11,-1,0.0,0,-28,-6,i,-2,0
Cc1cccc(C)c1OC(=O)C(c1ccccc1)c1ccccc1,-7,2,2,2.9,-2,9,1,i,-4,10
O=[N+]([O-])c1ccc(Cl)c(CN2CCN(c3ncc(Cc4ccccc4)cn3)CC2)c1,-2,8,.,0.5,.,-8,-8,.,.,.
COc1ccc(CCNC(=O)C(F)(F)F)cc1S(N)(=O)=O,-2,-3,.,0.3,.,-8,-5,.,.,.
COc1cccc(-c2cc(NC=O)c3ncc(-c4cc(OC)c(OC)c(OC)c4)n3c2)c1,10,11,-2,1.5,16,-29,5,i,.,0
CCN1C(=O)[C@H]2[C@@H](c3ccc(C)cc3)N3C(=O)N(c4ccccc4)C(=O)[C@@]3(Cc3ccc(Cl)cc3)[C@H]2C1=O,4,15,0,-0.4,-5,16,1,i,-8,2
Cn1c(=S)n(/N=C/c2ccc3c(c2)OCO3)c2ccccc21,0,7,-3,1.5,-3,-3,-1,i,-1,-6
O=C(O)c1cccc(S(=O)(=O)Nc2ccc3[nH]c(=O)[nH]c3c2)c1,-1,-7,-1,0.2,-3,6,13,i,20,1
O=C(NNC1=NCCCCC1)c1ccccc1,-6,-4,0,-1.8,2,-6,-1,i,-2,-6
COc1ccc(OCC(=O)NNC(=O)c2cc3ccccc3o2)cc1,1,5,-2,-1.1,3,-6,1,i,-5,0
O=C1Nc2cc(C(=O)N3CCOCC3)ccc2SC1N1CCOCC1 (configuration not stated),-6,-5,-2,-1.6,3,-48,11,i,0,-5
COc1ccccc1C(=O)OCCN1CCOCC1,2,-1,2,-1.9,4,-2,4,i,-2,5
Nc1ncnc2c1ncn2[C@@H]1O[C@H](COP(=O)(O)OP(=O)(O)OP(=O)(O)O)[C@@H](O)[C@H]1O,5,-2,-1,-2.5,2,-14,2,i,-82,-37
O=C(O)CC(c1ccccc1F)N1Cc2ccccc2C1=O (configuration not stated),-2,16,2,-2.3,3,1,0,i,-4,1
COc1ccc(C(CNC(=O)C(CCSC)NC(=O)c2ccccc2Cl)N2CCCC2)cc1 (configuration not stated),-4,5,-2,-0.9,0,-7,0,i,-6,-9
O=C(Nc1c2c(nn1-c1ccc(F)cc1)CS(=O)(=O)C2)c1ccc(S(=O)(=O)N2CCOCC2)cc1,-3,4,0,-0.6,-3,-3,-3,i,-4,-2
CC(=O)Nc1ccc(C(=O)c2ccccc2)cc1,-1,17,-3,1.1,-1,4,-1,i,-7,1
N#CC1(NC(=O)COC(=O)CN2C(=O)c3ccccc3C2=O)CCCCC1,-1,13,2,0.0,-1,-6,-4,i,-6,7

# Part of the list above in order of formula weight, high to low:
SMILES,MT1-MMP act inh,SKN-1 inh,STEP inh,LMPTP inh,DNMT1 block,NRP1-CendR mod,SUMO1 PPI mod,Rpn11 block,Scp-1 inhibitor,NadD inh
O=C(Nc1c2c(nn1-c1ccc(F)cc1)CS(=O)(=O)C2)c1ccc(S(=O)(=O)N2CCOCC2)cc1,-3,4,0,-0.6,-3,-3,-3,i,-4,-2
N#CC1(NC(=O)COC(=O)CN2C(=O)c3ccccc3C2=O)CCCCC1,-1,13,2,0.0,-1,-6,-4,i,-6,7
Cc1cc(O)ccc1NC(=S)NC(=O)c1cncc(Br)c1,5,25,2,0.3,5,9,4,i,-6,0
O=C(O)c1cccc(S(=O)(=O)Nc2ccc3[nH]c(=O)[nH]c3c2)c1,-1,-7,-1,0.2,-3,6,13,i,20,1
Cc1nc(Nc2ccccc2C(F)(F)F)sc1C(=O)N(C)C,-2,1,-2,0.4,-3,-15,3,i,-9,-1
COc1ccccc1C(=O)OCCN1CCOCC1,2,-1,2,-1.9,4,-2,4,i,-2,5

# Additional compounds follow:
SMILES,MT1-MMP act inh,SKN-1 inh,STEP inh,LMPTP inh,DNMT1 block,NRP1-CendR mod,SUMO1 PPI mod,Rpn11 block,Scp-1 inhibitor,NadD inh
COc1ccc(-n2nc3c(c2NC(=O)C(C)Oc2ccccc2)CS(=O)(=O)C3)cc1 (configuration not stated),0,0,-1,-1.2,1,9,0,i,-3,-7
CCN1C(=O)N[C@@H](CCc2ccccc2)C(C(C)=O)=C1C,-1,4,-2,-2.5,2,8,0,i,-8,-5
Fc1cccc(CN2CCN(c3nc4nonc4nc3NC3CC3)CC2)c1,-5,5,-1,-1.2,-3,17,-10,i,21,-2
CNC(=O)CCn1nc(-c2ccccc2)c2ccccc2c1=O,1,11,5,0.5,3,7,3,i,-5,-1
O=C(Nc1ccc(O)c(-c2nc3ccccc3o2)c1)C1(c2ccc(Br)cc2)CCCC1,1,8,1,1.2,-3,3,2,i,-18,11
Oc1ccc(C2C(c3ccccc3)=NN=C(c3ccc(Cl)cc3)N2O)c(O)c1 (configuration not stated),9,6,1,0.6,-36,-22,-5,i,-12,6
Cc1c(N(C(=O)Cc2cccs2)C2(C(=O)NC3CCCC3)CCCCC2)c(=O)n(-c2ccccc2)n1C,-1,-2,-3,-1.7,1,9,8,i,1,-1
CCCCSC1=C(C#N)C(c2ccccc2C)CC(=O)N1 (configuration not stated),1,-9,2,1.2,-2,-6,-1,i,-19,-2
CCOc1ccccc1NC(=O)C1CCN(C(=O)C2CC(=O)N(c3ccc(C)cc3)C2)CC1 (configuration not stated),-1,-9,-3,-0.6,2,12,5,i,-4,0
O=C(O)c1ccccc1C(=O)c1ccc2c(c1)CCC2,6,-5,-1,-2.2,-7,-2,4,i,4,-3
COc1cc(C(CC(=O)Nc2ccc(Cl)cn2)N2Cc3ccccc3C2=O)cc(OC)c1OC (configuration not stated),-1,0,1,-1.1,-1,-3,0,i,-4,-6
Cc1cc2c(c(SCC(=O)NCCc3ccccc3)n1)C(=O)OC2,3,-21,2,-0.6,0,13,-1,i,-10,1
C=CCC1NS(=O)(=O)OC(COC)C1C (configuration not stated),-1,2,-1,-0.7,2,9,2,i,3,2
